Screening data from PubChem BioAssay.
FEN1 inhibitor: inhibitors of human flap endonuclease 1; hit rate 0.35% among 390,000; Recombinant FEN1 flap cleavage, fluorescence, 15 min; Potency, µM (top dose mostly 114 µM), for the others: at the highest dose activity change, negative = inhibition, most hits filed as inhibitors; AID 588795; further: nearly all actives have a fitted effect of over 65% in size
Target sequence (P39748 whole entry, looked up): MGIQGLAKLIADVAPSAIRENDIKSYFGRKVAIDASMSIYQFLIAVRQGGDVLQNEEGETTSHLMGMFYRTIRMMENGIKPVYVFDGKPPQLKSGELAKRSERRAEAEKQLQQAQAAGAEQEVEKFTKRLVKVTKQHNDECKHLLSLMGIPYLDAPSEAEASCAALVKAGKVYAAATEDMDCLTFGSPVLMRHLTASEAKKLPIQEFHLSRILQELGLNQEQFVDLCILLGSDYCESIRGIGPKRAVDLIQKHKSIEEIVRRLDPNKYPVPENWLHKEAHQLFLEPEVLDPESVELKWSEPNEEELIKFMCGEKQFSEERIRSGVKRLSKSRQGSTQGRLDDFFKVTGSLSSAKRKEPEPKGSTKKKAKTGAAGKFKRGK
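Read-out was taken twice, immediately and after 15 min, following addition of 50 nM substrate to 10 nM FEN1 that had sat with test compound for 15 min at room temperature. Curves came from a four-parameter Hill model.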
KAT2A inh: GCN5L2 (KAT2A) acetyltransferase inhibition | Q92830 | GCN5L2 HAT assay, ThioGlo1 CoA-SH fluorescence | Potency, µM (doses to about 58.9 µM), for inactives: at the top dose activity change, negative = inhibition, most hits filed as inhibitors | hit rate 0.21% among 390,000
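Fluorescence readout, Ex340nm/Em540nm: ThioGlo1 (50uM final) reacts with free CoA thiol released as 20nM GCN5L2 acetylates H3(1-25) peptide (75uM) using acetyl-CoA (70uM). Compound and enzyme sat 15 min beforehand; 20 min room-temperature reaction.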
TDP1 cell CPT: DT40-hTDP1 cell growth loss with CPT; chicken DT40 Tdp1-/-;hTDP1 cells + 20 nM CPT, ATP luminescence, 48 h; Potency, µM (titrated, usually from 46.2 µM), inactives show at the highest dose activity change, negative = growth inhibition, usual class: inhibitors; hit rate 12% among 420,000; AID 686979; further: nearly all actives have a fitted effect of over 55% in size
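Cell growth measured by CellTiter-Glo luminescence after a minimum 48 h, 37 C compound exposure with 20 nM CPT in Tdp1-knockout DT40 cells stably expressing hTDP1, seeded 400/well; qHTS titration format.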
Active calls of the source: *; ? = inconclusive; . = no result given; & = joins results of further samples; [ ] = dose if it differs, or a comment. The call rests on the fitted dose curve; in most records, active means well fitted curve in the direction sought with a large enough effect; inconclusive means small, poorly fitted or top-dose-only effect, or another doubt; inactive means no such curve, though single readings can be large; an effect the other way counts as inactive or inconclusive. On the % scale 0 is the no-effect control and ±100 the full control effect; potency means the concentration at half of the fitted maximal effect. Some of the compounds tested; rates above refer to the full screens.

Structure	FEN1 inhibitor	KAT2A inh	TDP1 cell CPT
Cc1ccc(OC(=O)c2ccc3snnc3c2)cc1	-6.7%	?	-2.4%
CCOc1ccccc1NC1c2ccccc2C(=O)N1c1cccnc1 (configuration not stated)	0.1%	-6.5%	-25.0%
CCc1cc(=O)oc2cc(C)c3c(-c4ccc(F)cc4)coc3c12	-15.6%	-3.2%	-16.1%
O=C(CN1C(=O)c2ccccc2C1=O)OCC(=O)N1CCCCC1	3.9%	-0.9%	-1.6%
COc1ccc(-c2cc(C(=O)N3CCN(c4ccccc4)CC3)c3ccccc3n2)cc1	3.4%	-17.4%	3.26µM*
Cc1ccc(N2CCN(CCc3nc4cc(NC(=O)c5ccco5)ccc4n3C)CC2)cc1	-1.1%	-1.2%	?
Cc1ccc(C(=O)NCC(=O)OCc2cc(=O)n3nc(C4CCCCC4)sc3n2)cc1	-0.6%	18.0%	-2.8%
CCOC(=O)N1CCN(C(=O)c2cc(S(=O)(=O)N3CCCC3)cn2C)CC1	0.2%	-3.1%	-3.7%
Cc1nc2ccc(NS(=O)(=O)c3ccc(F)c(F)c3)cc2s1	15.5%	-4.8%	18.4µM*
Cc1ccc2c(c1)C(c1ccccc1)N(C(=O)c1ccc(Br)cc1)CC(=O)N2 (configuration not stated)	-22.1%	-5.7%	5.2%
COC(C[C@@H]1O[C@@H]1[C@H](O)COCc1ccccc1)OC	-13.3%	0.4%	15.8%
COCCn1c(SCC(=O)Nc2ccccc2OC)nc2c([nH]c3ccccc32)c1=O	-10.1%	-5.0%	?

Structure	FEN1 inhibitor	KAT2A inh	TDP1 cell CPT
O=[N+]([O-])c1cc(Cl)ccc1Sc1cccc2cccnc12	10.4%	-5.4%[0.501 µM]	-6.2%
CCCN1C(=O)C2(c3ccccc31)c1c(oc3ccccc3c1=O)C(=O)N2CCCOC(C)C (configuration not stated)	-11.4%	-0.7%	?
O=C(Oc1nsnc1N1CCOCC1)N(c1ccccc1)c1ccccc1	-1.8%	-5.5%	5.6%
CCOC(=O)Nc1ccc2c(c1)N(C(=O)CN(CC)CC)c1ccccc1C=C2	-1.4%	-2.7%	?
C=CCOc1ccccc1CN1CCC(Oc2cc(C(=O)NC3CC3)ccc2OC)CC1	-0.3%	-1.8%	?
COc1ccc(C(C)=O)cc1Cn1cnc2c(cnn2C)c1=O	8.8%	-1.4%	?
CCCc1nc2oc(C(=O)c3ccccc3)c(N)c2c2c1COC(C)(C)C2	-8.5%	0.7%	?
COc1cc(OC)c(NC(=O)c2c(C)nn(-c3ccc(C)cc3)c2-n2cccc2)cc1Cl	-15.4%	-14.1%	.
COc1ccc(C2=Nn3c(nnc3-c3ccco3)SC2)cc1OC	-9.4%	?	?
CNC(=O)[C@H]1O[C@@H](n2cnc3c(NCc4ccc(N)cc4)ncnc32)[C@H](O)[C@@H]1O	.	-2.2%&9.5%	1.9%
Cc1cc(C)n2nc(S(=O)(=O)NC3CCCCC3)nc2n1	-2.8%	-0.2%	-1.6%
CC1(C)CC(N2CCN(c3ccccc3)CC2)=CC(=[N+]2CCCC2)C1	24.0%	-6.4%	0.184µM*

2 entries from above, as labelled records:
smiles: O=[N+]([O-])c1cc(Cl)ccc1Sc1cccc2cccnc12
  FEN1 inhibitor = 10.4%	KAT2A inh = -5.4%[0.501 µM]	TDP1 cell CPT = -6.2%
smiles: COc1cc(OC)c(NC(=O)c2c(C)nn(-c3ccc(C)cc3)c2-n2cccc2)cc1Cl
  FEN1 inhibitor = -15.4%	KAT2A inh = -14.1%	TDP1 cell CPT = .

By substructure: the entries above containing a halogen (five)
Structure	FEN1 inhibitor	KAT2A inh	TDP1 cell CPT
CCc1cc(=O)oc2cc(C)c3c(-c4ccc(F)cc4)coc3c12	-15.6%	-3.2%	-16.1%
Cc1nc2ccc(NS(=O)(=O)c3ccc(F)c(F)c3)cc2s1	15.5%	-4.8%	18.4µM*
Cc1ccc2c(c1)C(c1ccccc1)N(C(=O)c1ccc(Br)cc1)CC(=O)N2 (configuration not stated)	-22.1%	-5.7%	5.2%
O=[N+]([O-])c1cc(Cl)ccc1Sc1cccc2cccnc12	10.4%	-5.4%[0.501 µM]	-6.2%
COc1cc(OC)c(NC(=O)c2c(C)nn(-c3ccc(C)cc3)c2-n2cccc2)cc1Cl	-15.4%	-14.1%	.

(more compounds)
Structure	FEN1 inhibitor	KAT2A inh	TDP1 cell CPT
CCC(=O)NC1CC(=O)N(c2ccc3c(c2)OCCO3)C1 (configuration not stated)	8.6%	-4.8%	0.8%
Cc1ccc(S(=O)(=O)NCC(=O)N(CC(=O)NCc2ccco2)C2CCCC2)cc1	3.0%	-1.1%	3.4%
COc1cc(S(=O)(=O)N2CCOCC2)c(OC)c(S(=O)(=O)N2CCOCC2)c1	-1.7%	.	0.9%
O=C1Nc2ccccc2N(O)N1c1ccc(Cl)cc1	-11.8%	2.1%	16.8%
O=C(Cc1ccc(-n2cnnn2)cc1)NC12CC3CC(CC(C3)C1)C2	0.3%	-22.4%	-7.9%
O=C(COC(=O)c1cc(=O)[nH]c2ccccc12)Nc1nccs1	-19.4%	-10.4%	-13.8%
CCc1nn(CC(=O)NCCCN(C)Cc2ccccc2)c(=O)c2cc3sc(C)cc3n12	4.9%	-10.2%	?
O=S(=O)(Nc1cccc(F)c1)c1cccc2nsnc12	5.4%	-7.2%	1.6%
CC1(C)Cc2c(C#N)c(SCc3nc4ccccc4[nH]3)nc(N3CCOCC3)c2CO1	-17.0%	-9.4%	?
CCOc1ccccc1Oc1c(C)oc2c(CN3CCN(C)CC3)c(O)ccc2c1=O	-3.6%	-15.3%	?
CSc1ccc(CCNC(=O)CCc2c(C)nc3c(c(C)nn3-c3ccc(C)c(C)c3)c2C)cc1	2.2%	-3.8%	-3.6%
CC(C)c1ccc(OCC(=O)NNC(=S)NC(=O)c2cccs2)c(Br)c1	-3.3%	-20.9%	18.4µM*

Values run as follows: FEN1 inhibitor, KAT2A inh, TDP1 cell CPT
Cc1cc(C2=NNC(=NCc3ccccc3)SC2)c(C)n1-c1c(C)n(C)n(-c2ccccc2)c1=O
→ 9.3%, -7.7%, -13.5%
COc1ccc(N=c2cc(-c3ccc(OC)cc3)oc3ccccc23)cc1
→ -11.0%, -5.0%, ?
CCOc1ccccc1NC(=S)Nc1ccccc1F
→ -7.9%, -5.4%, -7.2%
N#Cc1nc(NCC(F)F)nc(Nc2cc(F)cc(F)c2)n1
→ -3.8%, -4.2%, .
COc1ccccc1NS(=O)(=O)c1cccc(NC(=O)c2sc3ccccc3c2Cl)c1
→ -0.4%, -4.3%, ?
COC(=O)C(Cc1ccc(O)cc1)NC(=O)CCc1ccco1 (configuration not stated)
→ 2.9%, -5.9%, -5.4%
CC(C)(C)c1cc(C(=O)Nc2cccc3ccccc23)ccn1
→ 6.3%, -2.8%, -16.3%
COc1ccc(-c2sc3ccccc3c2/C=C/c2ccc(OC)c(OC)c2)cc1
→ -20.4%, -1.5%, -21.1%
Cc1nn(CC(=O)NCc2ccco2)c(=O)c2nn(-c3ccccc3)c(C)c12
→ -11.8%, 1.0%, -4.8%
COc1cccc(C(=O)CSc2nnnn2C2CCCCC2)c1
→ -18.6%, -0.3%, -21.4%

Values run as follows: FEN1 inhibitor, KAT2A inh, TDP1 cell CPT
O=S(=O)(c1ccc(Cl)cc1Cl)n1ccnc1
→ -6.0%, -7.1%, -5.5%
Cc1nc(C#N)c(NCc2ccc3c(c2)OCO3)o1
→ 5.8%, -1.2%, -20.1%
CC12C=CC3(O1)C(C(=O)N(c1cccnc1)C3C(=O)NC1CCCCC1)C2C(=O)Nc1ccccc1 (configuration not stated)
→ -2.1%, -2.1%, -3.0%
CNC(=S)N(Cc1cc2ccc(OC)cc2[nH]c1=O)CC1CCCO1 (configuration not stated)
→ 0.9%, -2.5%, -0.2%
Cc1ccc(-n2ncc3c(=O)n(CC(=O)N(C)C)cnc32)cc1C
→ 16.7%, 1.3%, 0.8%
Cc1nn(Cc2ccccc2Cl)c(C)c1NC(=O)c1cc(-c2ccc(F)cc2)on1
→ 1.9%, -1.1%, ?
Cc1ccccc1NC1=C/C(=N\S(=O)(=O)c2ccc(C(=O)O)cc2)c2ccccc2C1=O
→ 50.1µM*, -2.4%, 16.4µM*
O=C(NCCc1ccc(Cl)cc1)c1n[nH]c2ccccc12
→ 18.9%, -1.8%, ?
CN(C(=O)c1cccc(NC(=O)Cc2ccc(NC(=O)C3CCCN(C(=O)C4CC4)C3)cc2)c1)C1CCCCC1 (configuration not stated)
→ -7.9%, ., -6.5%
CC(C)(C)OC(=O)N1CCCC(C(=O)Nc2cccc(C(=O)N3CCOCC3)c2)C1 (configuration not stated)
→ -14.4%, ., -8.6%

Record cards, from the list above. Values in the order: FEN1 inhibitor	KAT2A inh	TDP1 cell CPT
Cc1ccc(OC(=O)c2ccc3snnc3c2)cc1 as listed: -6.7%	?	-2.4%
O=S(=O)(c1ccc(Cl)cc1Cl)n1ccnc1 as listed: -6.0%	-7.1%	-5.5%
O=C(Oc1nsnc1N1CCOCC1)N(c1ccccc1)c1ccccc1 as listed: -1.8%	-5.5%	5.6%
CCC(=O)NC1CC(=O)N(c2ccc3c(c2)OCCO3)C1 (configuration not stated) as listed: 8.6%	-4.8%	0.8%
CC1(C)CC(N2CCN(c3ccccc3)CC2)=CC(=[N+]2CCCC2)C1 as listed: 24.0%	-6.4%	0.184µM*

Other compounds follow.
Values run as follows: FEN1 inhibitor, KAT2A inh, TDP1 cell CPT
CCN(CC)Cc1c(O)ccc2c(=O)c(-c3ccccc3Cl)coc12
→ 17.0%, ?, -19.0%
COc1ccc(OC)c(NC(=O)COC(=O)/C=C/c2ccccc2Cl)c1
→ 3.3%, 32.7%, -22.7%
COc1ccc(OCC(=O)N2CCN(c3nnc(-c4ccc(C)cc4)c4ccccc34)CC2)cc1
→ -6.6%, -3.1%, 16.4µM*
OCCC1CN(Cc2cccn2-c2cccnc2)CCN1C1CCCCC1 (configuration not stated)
→ -6.0%, 5.4%, 4.5%
O=C(/C=C/c1ccccc1[N+](=O)[O-])N1CCCCC1
→ 3.0%, -0.1%, ?
Nc1nnc(-c2ccccc2F)s1
→ 6.6%, 0.3%, -0.1%
CCN(CC)C(=O)COC(=O)c1cc(-c2ccc(OC)cc2)nc2ccccc12
→ ?, -5.9%, ?
Cc1ccc(C(=O)O)cc1-n1c(C)ccc1-c1ccccc1
→ -11.5%, 1.0%, -16.0%
CCCNc1ccc(C(=O)OCC)cc1[N+](=O)[O-]
→ 8.3%, 3.8%, -9.5%
COc1ccc(C2=Nc3ccccc3C2(O)CCN2C(=O)c3ccccc3C2=O)cc1 (configuration not stated)
→ -19.4%, ., -14.3%

Pulled by compound from the list above (3):
Values run as follows: FEN1 inhibitor, KAT2A inh, TDP1 cell CPT
Cc1cc(C)n2nc(S(=O)(=O)NC3CCCCC3)nc2n1
→ -2.8%, -0.2%, -1.6%
Cc1nn(CC(=O)NCc2ccco2)c(=O)c2nn(-c3ccccc3)c(C)c12
→ -11.8%, 1.0%, -4.8%
N#Cc1nc(NCC(F)F)nc(Nc2cc(F)cc(F)c2)n1
→ -3.8%, -4.2%, .

Next section.
Values run as follows: FEN1 inhibitor, KAT2A inh, TDP1 cell CPT
CCOC(=O)c1ccccc1NC(=O)CSc1nc2ncccc2[nH]1
→ 16.7%, -1.8%, ?
O=C(Nc1ccccc1)c1ccccc1NC(=O)C(F)(F)F
→ 0.3%, -6.0%, ?
C#CCOCCOCCOCCNc1nc(N2CCN(C(=O)CCCCCCCCCCNC(=O)[C@H]([C@@H](C)CC)n3cc(CCCCCN)nn3)CC2)nc(N2CCN(C(=O)CCCCCCCCCCNC(=O)[C@H](CCCCN)n3cc(CCCC(=O)O)nn3)CC2)n1
→ ?, -3.1%, -21.1%
CN(CCN1CCOCC1)C(=O)CC1C(=O)NCCN1Cc1ccccc1F (configuration not stated)
→ 0.3%, 0.5%, 2.2%
O=C(COC(=O)C1=NN(c2ccccc2)C(=O)CC1)NCc1ccccc1Cl
→ 3.9%, 1.0%, 8.7%
O=C(Cn1c(SCC(=O)Nc2ccc(F)cc2)nc2ccccc21)NCc1ccc(F)cc1
→ 2.0%, -2.1%, ?
O=C(CCCN1CCc2[nH]c3ccc(F)cc3c2C1)c1ccc(F)cc1
→ -24.3%, -5.8%, ?
C[C@H](NS(=O)(=O)c1ccc(Cl)cc1)C(=O)OCC(=O)NC(=O)Nc1ccc2c(c1)OCCO2
→ 3.3%, -7.9%, -2.9%
COc1cc2c(cc1O)C(SC)=NC(C)(C)C2
→ -0.1%, -4.1%, 25.9µM*
CCC(Oc1ccccc1)C(=O)Nc1ccc(OCc2cc(=O)n3ccc(C)cc3n2)cc1 (configuration not stated)
→ 3.1%, -5.6%, ?
